Source: PubChem BioAssay
GST TR-FRET counter: biotin-GST/anti-GST TR-FRET signal inhibitors, dose response, artefact control for Vif-APOBEC3G degradation inhibitor project, biochemical (AID 1117362). IC50 in µM for hits, for the others inhibition, % at the top dose, mostly 100 µM. TR-FRET counter screen, biotin-GST/anti-GST signal. 2.8% of 3,600 active;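 active means inhibition above 30% at one or more concentrations, seen consistently on every test date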;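 further: biotinylated GST protein used in place of GST-Vif 1-94 and biotin-A3G peptide; detects fluorescence quenchers or blockers of GST binding to anti-GST antibody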
The depositor's hits bear a star. Some of the compounds tested (hit frequency here may not be typical).

SMILES	GST TR-FRET counter
CCOCCCN=Cc1c(O)n(Cc2ccccc2)c(=O)[nH]c1=O	-3.8%
Cn1cccc1/C=C1\C(=O)NC(=O)N(Cc2ccco2)C1=O	-3.0%
Cn1cccc1/C=C1\C(=O)NC(=O)N(Cc2ccccc2)C1=O	3.9%
C=CCOC(=O)C1=C(C)OC(N)=C(C(=O)OCC)C12C(=O)N(CC(N)=O)c1ccccc12 (configuration not stated)	2.2%
O=C(O)Cn1cc(/C=C2\C(=O)NC(=O)N(Cc3ccco3)C2=O)c2ccccc21	-5.7%
O=C(c1ccco1)c1cn(Cc2ccccc2)c2ccccc12	3.3%
O=P1(NC2CCCC2)COc2ccccc2OC1	3.0%
Cc1ccc(N2C(=O)NC(=O)/C(=C\C=C\c3ccco3)C2=O)cc1	0.6%
C=CCn1c(O)c(C(CC)=Nc2ccc(N(C)C)cc2)c(=O)[nH]c1=O	-3.0%
COc1ccc(CN2C(=O)NC(=O)/C(=C/c3ccc([N+](=O)[O-])s3)C2=O)cc1	2.8%
Cc1cc(/C=C2\C(=O)NC(=O)N(Cc3ccco3)C2=O)c(C)n1-c1ccc(O)cc1	10%

For convenience, two of the compounds above:
SMILES	GST TR-FRET counter
COc1ccc(CN2C(=O)NC(=O)/C(=C/c3ccc([N+](=O)[O-])s3)C2=O)cc1	2.8%
Cc1cc(/C=C2\C(=O)NC(=O)N(Cc3ccco3)C2=O)c(C)n1-c1ccc(O)cc1	10%

Arranged by count of non-hydrogen atoms (descending): some entries from above.
SMILES	GST TR-FRET counter
C=CCOC(=O)C1=C(C)OC(N)=C(C(=O)OCC)C12C(=O)N(CC(N)=O)c1ccccc12 (configuration not stated)	2.2%
O=C(O)Cn1cc(/C=C2\C(=O)NC(=O)N(Cc3ccco3)C2=O)c2ccccc21	-5.7%
Cn1cccc1/C=C1\C(=O)NC(=O)N(Cc2ccccc2)C1=O	3.9%
O=P1(NC2CCCC2)COc2ccccc2OC1	3.0%
